TDP1 block = blocks human tyrosyl-DNA phosphodiesterase 1. Q9NUW8. recombinant TDP1, AlphaScreen DNA substrate cleavage. Potency, µM (doses to about 130 µM), inactives show at the highest dose activity change, negative = inhibition, actives largely listed as inhibitors. actives 0.28% (n = 350,000); further: nearly all actives have a fitted effect of over 40% in size
Target sequence (Q9NUW8 whole entry, looked up): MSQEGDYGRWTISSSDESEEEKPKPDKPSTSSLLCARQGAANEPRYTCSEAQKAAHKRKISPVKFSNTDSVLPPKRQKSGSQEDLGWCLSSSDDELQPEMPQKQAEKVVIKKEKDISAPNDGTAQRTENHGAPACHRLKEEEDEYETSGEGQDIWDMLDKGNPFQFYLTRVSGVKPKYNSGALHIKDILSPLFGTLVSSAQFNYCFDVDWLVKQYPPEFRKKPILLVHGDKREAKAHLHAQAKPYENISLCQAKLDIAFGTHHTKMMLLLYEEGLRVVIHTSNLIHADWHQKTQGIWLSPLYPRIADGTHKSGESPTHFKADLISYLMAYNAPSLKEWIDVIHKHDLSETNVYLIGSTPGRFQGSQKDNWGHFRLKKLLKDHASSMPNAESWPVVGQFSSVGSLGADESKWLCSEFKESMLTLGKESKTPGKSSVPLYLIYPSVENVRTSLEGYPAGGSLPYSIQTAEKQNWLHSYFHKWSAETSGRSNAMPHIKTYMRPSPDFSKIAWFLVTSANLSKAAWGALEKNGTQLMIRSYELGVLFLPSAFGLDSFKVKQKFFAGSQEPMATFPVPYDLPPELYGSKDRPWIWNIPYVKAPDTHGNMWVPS
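Recombinant human Tdp1 (E. coli-expressed, 1 nM final) preincubated with compounds 15 min at room temperature, then 5'-biotin/3'-phosphotyrosine-FITC DNA substrate (15 nM final) added for 5 min. AlphaScreen beads (10 ug/ml final) added 10 min; cleavage lowers signal.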
DT40 TDP1 CPT = DT40-hTDP1 cell growth loss with CPT. chicken DT40 Tdp1-/-;hTDP1 cells + 20 nM CPT, ATP luminescence, 48 h. Potency, µM (top dose mostly 46.2 µM), inactives show top-dose activity change, negative = growth inhibition, hits mostly inhibitors. actives 12% (n = 420,000). AID 686979; further: nearly all actives have a fitted effect of over 55% in size
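Cell growth measured by CellTiter-Glo luminescence after a minimum 48 h, 37 C compound exposure with 20 nM CPT in Tdp1-knockout DT40 cells stably expressing hTDP1, seeded 400/well; qHTS titration format.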
DT40 TDP1 no CPT = qHTS for Inhibitors of human tyrosyl-DNA phosphodiesterase 1 (TDP1): qHTS in cells in absence of CPT | DT40 Tdp1-/- hTDP1 cells, no CPT, ATP luminescence, 48 h | Potency, µM (top dose mostly 46.2 µM), inactives show top-dose activity change, negative = growth inhibition, actives largely listed as inhibitors | actives 15% (n = 420,000); further: nearly all actives have a fitted effect of over 55% in size
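Chicken DT40 Tdp1-/- cells stably complemented with human TDP1 were seeded at 400 cells/well with DMSO in place of 20 nM camptothecin. After compound pinning, cells grew at least 48 hr at 37 °C; viability read by CellTiter-Glo luminescence.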
Numbers without * were called inactive; ? = inconclusive; . = not tested or not shown; & = joins results of further samples; ! = repeats disagree; [ ] = another dose, or the depositor's remark. The call rests on the fitted dose curve; in most records, active means well fitted curve in the direction sought with a large enough effect; inconclusive means small, poorly fitted or top-dose-only effect, or another doubt; inactive means no such curve, though single readings can be large; an effect the other way counts as inactive or inconclusive. On the % scale 0 is the no-effect control and ±100 the full control effect; potency means the concentration at half of the fitted maximal effect.

SMILES	TDP1 block	DT40 TDP1 CPT	DT40 TDP1 no CPT
O=C(CSc1nncs1)NNC(=O)c1ccco1	0%	-3%	3%
O=C(Nc1ncc([N+](=O)[O-])s1)c1cccs1	1%&-3%	18µM*	10µM*
CN(C[C@@H](CC1CCCCC1)N(C[C@H](Cc1ccccc1)N(CCc1ccccc1)N=O)N=O)N=O	5%	23µM*	?
CCC(C(=O)NCCCN1CC(C)CC(C)C1)n1nc(C)c2sc3ccccc3c2c1=O (stereo not given)	3%	?	?
Cc1ccccc1Nc1nc(N)nc(COC(=O)c2ccc(O)cc2)n1	5%	-30%	?
Cc1cc(NS(=O)(=O)c2ccc(NC(=O)C(F)(F)F)cc2)nc(C)n1	.	33%[activator]	2%
COc1ccc(C[C@H]2CN3C(=NC[C@@H]3Cc3ccc(O)cc3)N2C[C@H](C)NC(=O)c2ccc(C)c(Br)c2)cc1	.	4.6µM*	21µM*
O=C(COc1ccc(S(=O)(=O)N2CCCC2)cc1Cl)NCc1cccnc1	3%	-19%	-23%
CC(C)N(Cc1ccccc1)C(=O)COC(=O)c1cc(S(=O)(=O)N(C)C)ccc1N1CCCC1	2%	23µM*	15µM*
O=C(NCc1ccccc1Cl)C1CCN(S(=O)(=O)N2CCCC2)CC1	0%	12%	-15%
COc1ccc(N2CCN(C(=O)c3cccc(NC(=O)c4nsc5ccccc45)c3)CC2)cc1	8%	15µM*	12µM*
CCOc1ccc(N(CC(=O)Nc2ccccc2OC)S(=O)(=O)c2ccccc2)cc1	4%	1.2µM*	1.2µM*
CCN(CC)CCNC(=S)Nc1ccc2nc3n(c(=O)c2c1)CCCCC3	-3%	3%	-15%
CC(=O)Nc1ccc(S(=O)(=O)N(C)CC(=O)OC(C)C(=O)NC2CCCCC2)cc1 (stereo not given)	-9%	1%	0%
COc1ccccc1CNC(=O)CN(c1cccc([N+](=O)[O-])c1)S(C)(=O)=O	-3%	-19%	-22%
O=C(COc1ccccc1Cl)Nc1nc2c(s1)CCCC2	3%	8.2µM*	10µM*
C=CCc1cccc2cc(C(=O)NC3CCCCC3)c(=O)oc12	2%	?	?
CCc1nnc(NC(=O)c2ccc(OC)c(S(=O)(=O)N3CCCC3)c2)s1	2%	-13%	-1%
CC1(C)CC(c2csc(N)n2)CCO1 (stereo not given)	0%	2%	-3%
O=C(COC(=O)CC1CC2CCC1C2)NC(=O)NCc1ccco1 (stereo not given)	-12%	-1%	-18%
CC(=O)Nc1ccc(C(=O)N2CCCC(c3cc(C(=O)NCc4ccc(F)cc4)no3)C2)cc1 (stereo not given)	.	?	?
NS(=O)(=O)c1ccc(N=Cc2c(O)n(-c3nccs3)c(=O)c3ccccc23)cc1	2%	-12%	?
CCOC(=O)CNC(=O)CN1C(=O)CC(c2ccccc2)S(=O)(=O)c2ccccc21 (stereo not given)	7%	5%	-26%
CC1CCN(C2(O)C(=O)Nc3ccc([N+](=O)[O-])cc32)CC1 (stereo not given)	5%	-10%	-24%
COC(C(=O)Nc1ccccc1F)c1ccccc1 (stereo not given)	4%	-6%	-13%
Cc1ccccc1CNc1ccc(C(CC(N)=O)NC(=O)c2ccc(Br)cc2)cc1[N+](=O)[O-] (stereo not given)	5%	?	?
CC(C(=O)O)n1nnc2ccccc21 (stereo not given)	6%	-20%	4%
Fc1cccc(-n2ncc3c2ncn2nc(Cc4ccccc4)nc32)c1	1%	3%	-26%
COc1ccc(Nc2cc(C(=O)NC3CCC(C)CC3)c3ccccc3n2)cc1OC (stereo not given)	2%	?	?
O=C(Nc1ccc(Cl)cc1)c1ccc2sc([C@@H]3O[C@H](CO)[C@@H](O)[C@H]3O)nc2c1	.	?	?
CCOC(=O)C[C@@H]1OC[C@H](CO)N1S(=O)(=O)c1ccc(C)cc1	.	10%	11%
NC(=O)C(CCc1nc2ccccc2[nH]1)NS(=O)(=O)c1ccccc1 (stereo not given)	.	-11%	?
Cc1ccc(NC(=O)COC(=O)c2cccnc2)c(C)c1	3%	-4%	-8%
Cc1csc(=O)n1CC(=O)Nc1nc2ccccc2s1	3%	-10%	-8%
CCC1CCCCN1CCCNC(=O)c1nn(C)c2c1CS(=O)(=O)c1ccccc1-2 (stereo not given)	1%	10%	27%
C[C@@H]1CN([C@H](C)CO)C(=O)c2cc(-c3ccc(F)cc3)cnc2O[C@H]1CN(C)C(=O)c1ccc(F)cc1	.	?	?
COC(=O)c1cnc(Nc2ccc(Cl)cc2)c([N+](=O)[O-])c1	1%	9%	-15%
Cn1cnc2c1c(=O)n(Cc1ccc(Cl)cc1Cl)c(=O)n2C	.	-17%	2%
O=C(O)CC/C=C\C[C@@H]1CO[C@H](c2ccccc2Cl)O[C@@H]1c1ccccc1O	12%[56.1 µM]	6%	-3%
Cc1cc(Br)ccc1SCC(=O)OCC(=O)NC(C)c1ccccc1 (stereo not given)	1%	-14%	-27%
Cc1ccc(N=Nc2c(=O)[nH]n3c(=O)cc(C)[nH]c23)cc1	1%	-27%	-20%
O=C(CSc1cn(CCNC(=O)c2ccccc2F)c2ccccc12)Nc1ccccc1F	3%	?	?
COc1cccc(Nc2ncc3nc(-c4ccccc4)c(=O)n(C)c3n2)c1	.	?	2%
COc1cc(OC)cc(C(=O)N2CCN(Cc3ccccc3C(F)(F)F)CC2)c1	.	?	?
COc1ccccc1N1CCCSC1=Nc1ccccc1	.	2%	?
Cc1cc(C(F)F)nn1CC(=O)Nc1cc([N+](=O)[O-])ccc1F	4%	-10%	7%
CCn1cc(C2N3CC4(CC)CN2CC(CC)(C3)C4=O)c2ccccc21 (stereo not given)	7%	?	18µM*
COc1cccc(C2(CC(=O)N3CCCOc4c(cccc4OC)C3)CC(=O)N(C)C2=O)c1 (stereo not given)	.	6%	-23%
COc1ccc(-c2[nH]ncc2CN(C)Cc2c(C)n[nH]c2C)c(OC)c1	3%	2%	3%
CCOc1cc(C(C#N)N2CCCCC2)ccc1OC (stereo not given)	4%	-4%	3%
Cc1onc(-c2ccccc2)c1C(=O)OCC(=O)Nc1ccccc1	4%	-19%	-13%
Cc1nnc(N(C(=O)c2cnccn2)c2ccccc2)s1	6%	?	?
O=C(Cc1ccccc1)NCCc1cnc[nH]1	.	21%	21%
Cc1ccc(NC(=O)c2ccc(S(=O)(=O)N3CCCC3)cc2)nc1	1%	5%	-10%
CC(=O)c1ccc(N(C(=O)c2csnn2)C(C(=O)NC2CCCC2)c2ccccc2)cc1 (stereo not given)	8%[0.0935 µM]	0%	-18%
COc1cc(OC)c2c(C)cc(=O)oc2c1C(CCN1CCOCC1)c1ccc2c(c1)OCO2 (stereo not given)	5%	18µM*	21µM*
O=C(Nc1ccc(N2CCCC2)c(Cl)c1)c1ccco1	8%	?	?
Cc1ccc(Cn2c(CNC(=O)c3ccc(Cl)c([N+](=O)[O-])c3)nc3cccnc32)cc1	9%	?	?
O=C(NCc1cccnc1)C(=O)N/N=C/c1ccccc1[N+](=O)[O-]	-3%	-5%	-9%
Cc1nnc(NC(=O)C2CCN(C(=O)c3ccsc3)CC2)s1	.	-9%	3%
Other compounds follow.
SMILES	TDP1 block	DT40 TDP1 CPT	DT40 TDP1 no CPT
COCCN1CCN(Cc2nc(Cc3ccc(OC)c(OC)c3)no2)CC1	4%	-14%	15%
Cc1ccc2oc(-c3cc(NC(=O)c4oc5ccccc5c4C)ccc3Cl)nc2c1	3%[2.28 µM]	0.016µM*	-81%
CC1=C(SCc2ccccc2)C(=O)c2ccccc2C1=O	.	2.6µM*	3.3µM*
Cc1ccc(O)c(C(=O)c2coc(=N)c(C(=O)NC(C)C)c2)c1	8%	3%	-21%
O=C(CSc1nc2ccccc2s1)Nc1nccs1	4%	-4%	-7%
CC(Nc1nc(C(F)(F)F)nc2ccccc12)c1cccs1 (stereo not given)	3%[0.0935 µM]	16µM*	21µM*
O=C(NCc1ccccc1)c1ccc(NC(=O)C2CCC2)cc1	.	6%	-1%
Cc1nc(N2CCN(C(=O)CCC(=O)O)CC2)c2c(C)c(C)sc2n1	0%	3%	1%
COC(=O)C1=C(C)N(c2cc(Cl)cc(Cl)c2)C(=O)C1	1%	7.3µM*	8.2µM*
O=C(NN1CCOCC1)c1ccc(Cl)s1	-1%	13%	-3%
Cc1ccc(C)c(Cn2c3ccccc3c3cnn(CC(=O)NCC(C)c4ccccc4)c(=O)c32)c1 (stereo not given)	0%	13µM*	23µM*
CCCCn1c(N)c(N(CC(C)C)C(=O)Cn2c(=O)cnc3ccccc32)c(=O)[nH]c1=O	-14%	24%	0%
CSc1ccc(S(=O)(=O)NCC(=O)OC(C)C(=O)NCc2ccccc2)cc1[N+](=O)[O-] (stereo not given)	-8%[0.505 µM]	5%	-13%
CCC(NC(=S)NCc1ccccc1)C(=O)O (stereo not given)	-5%	-7%	12%
COc1cc2c(=O)n(CCc3ccccc3)c(=O)n(CC(=O)Nc3ccccc3)c2cc1OC	2%	-14%	-14%
CCNC(=O)COC(=O)c1cc(C)n(-c2ccccc2)c1C	3%	-28%	-24%
O=C(CSc1cn(CCNC(=O)c2c(F)cccc2F)c2ccccc12)Nc1ccccc1F	8%	?	21µM*
CNC(=O)C(Sc1nc(C)nc2c1oc1ccccc12)C(C)=O (stereo not given)	-3%	-21%	?
Cc1noc(C)c1C(=O)N1CCC1(C)C(=O)NS(=O)(=O)c1ccccc1C(F)(F)F (stereo not given)	.	-10%	-5%
COc1cccc(-c2nc(CS(=O)CC(=O)NCc3ccccc3Cl)c(C)o2)c1 (stereo not given)	-6%	-15%	-17%
Cc1ccc(C)c(NC(=S)NCc2ccccc2)c1	.	?	?
CC(=O)Nc1cccc(/C(C)=N/Nc2ccc(S(=O)(=O)Nc3ccccc3C(=O)O)cc2[N+](=O)[O-])c1	.	-15%	-13%
COC(=O)c1ccccc1NC(=O)Cn1cnc2c(cnn2-c2ccc(C)c(C)c2)c1=O	.	-17%	-21%
COc1ccc(C(=O)NCC(c2ccc(N(C)C)cc2)N2CCc3ccccc32)cc1OC (stereo not given)	11%	5.2µM*	6.5µM*
COc1ccccc1N(CC(=O)NC1CCCCC1)C(=O)CNC(=O)c1cccs1	11%	-2%	2%
Cc1ccccc1C(=O)NC=C1C(=O)OC(C)(C)OC1=O	5%	?	-18%
O=c1cc(-c2ccccc2)oc2cc(O)c(O)c(O)c12	-3%	17µM*!	30µM*
CC(NC(=O)C(=O)NCC1CCCO1)c1ccccc1 (stereo not given)	8%	31%[activator]	-2%
COc1cc(CNn2c(C)n[nH]c2=S)cc(Br)c1OCC(=O)NC(C)(C)C	.	?	?
O=C(NCc1cccc(Cl)c1)c1ccc(S(=O)(=O)N2CCCCC2)cc1	.	-13%	?
CC(C)Cn1cc(C(=O)NCC2CCCO2)c2c3ccccc3n(C)c2c1=O (stereo not given)	4%	-27%	-28%
CCCCN(C(=O)C1CCCC1)c1c(N)n(CCC)c(=O)[nH]c1=O	-3%	4%	-3%
Cc1ccc([C@H]2N[C@]3(CCCN(CC4CCCCC4)C3=O)[C@H]3C(=O)N(C)C(=O)[C@@H]23)cc1	.	?	-27%
N#CC(C(N)=O)=C1CCCCC1	0%	15%	-21%

Given in CSV form: entries from further up.
compound,TDP1 block,DT40 TDP1 CPT,DT40 TDP1 no CPT
CC(=O)Nc1cccc(/C(C)=N/Nc2ccc(S(=O)(=O)Nc3ccccc3C(=O)O)cc2[N+](=O)[O-])c1,.,-15%,-13%
COC(=O)c1ccccc1NC(=O)Cn1cnc2c(cnn2-c2ccc(C)c(C)c2)c1=O,.,-17%,-21%
COc1ccc(C(=O)NCC(c2ccc(N(C)C)cc2)N2CCc3ccccc32)cc1OC (stereo not given),11%,5.2µM*,6.5µM*
COc1ccccc1N(CC(=O)NC1CCCCC1)C(=O)CNC(=O)c1cccs1,11%,-2%,2%
Cc1ccccc1C(=O)NC=C1C(=O)OC(C)(C)OC1=O,5%,?,-18%
O=c1cc(-c2ccccc2)oc2cc(O)c(O)c(O)c12,-3%,17µM*!,30µM*
CC(NC(=O)C(=O)NCC1CCCO1)c1ccccc1 (stereo not given),8%,31%[activator],-2%
COc1cc(CNn2c(C)n[nH]c2=S)cc(Br)c1OCC(=O)NC(C)(C)C,.,?,?
O=C(NCc1cccc(Cl)c1)c1ccc(S(=O)(=O)N2CCCCC2)cc1,.,-13%,?
CC(C)Cn1cc(C(=O)NCC2CCCO2)c2c3ccccc3n(C)c2c1=O (stereo not given),4%,-27%,-28%
CCCCN(C(=O)C1CCCC1)c1c(N)n(CCC)c(=O)[nH]c1=O,-3%,4%,-3%
Cc1ccc([C@H]2N[C@]3(CCCN(CC4CCCCC4)C3=O)[C@H]3C(=O)N(C)C(=O)[C@@H]23)cc1,.,?,-27%
N#CC(C(N)=O)=C1CCCCC1,0%,15%,-21%
